Assay outcomes as filed in PubChem BioAssay.
TexasRed fluor: Texas Red fluorescence interference in TRb-SRC2 counter-screen. TRb/SRC2 Texas Red total fluorescence interference. Potency, µM (series often up to 106 µM), without a hit: at the top dose fluorescence change, negative = quenching. hit rate 0.29% among 280,000. AID 1479; active = well fitted curve in either direction with a large enough effect; inconclusive = small, poorly fitted or top-dose-only effect; note: % is set by controls: 0 for no effect and ±100 for the full control effect
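Flags fluorescent or light-absorbing compounds by total fluorescence, S + 2P, at 555 nm excitation and 632 nm emission. Mixture: 20 nM Texas Red SRC2 peptide, 0.6 uM human TRb LBD, 1 uM T3, 5% DMSO; compound exposure 5 h at ambient temperature.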
RECQ1 inh: blocks DNA unwinding by human RECQ1; P46063; RECQ1 DNA unwinding, red fluorescence kinetic read; Potency, µM (top dose mostly 57.3 µM), inactives show top-dose activity, negative = inhibition, actives largely listed as inhibitors; hit rate 0.54% among 240,000; AID 2549;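 note: plate controls were vehicle for no effect and no enzyme for full effect; nearly all actives have a fitted effect of over 30% in size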
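50 nM RECQ1T1 preincubated 15 min with compound in Tris pH 8.0 buffer with MgCl2, DTT, Tween-20 and 2.5 ug/ml poly(dI-dC); started with 200 nM TAMRA/BHQ-2 forked duplex and 2 mM ATP. Unwinding read as fluorescence (525/598 nm), two reads 2 h apart.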
Tau ThT inhib: inhibitors of human tau fibril formation, thioflavin T binding; hit rate 2.1% among 270,000; Potency, µM (top dose mostly 57.4 µM), for inactives: top-dose activity, negative = inhibition, hits mostly inhibitors; AID 1460; recombinant tau K18 P301L, heparin-induced fibrillization, ThT fluorescence; note: % is set by controls: 0 for no effect and ±100 for the full control effect; nearly all actives have a fitted effect of over 55% in size
Target sequence (P10636 561-689 P618L limits assumed): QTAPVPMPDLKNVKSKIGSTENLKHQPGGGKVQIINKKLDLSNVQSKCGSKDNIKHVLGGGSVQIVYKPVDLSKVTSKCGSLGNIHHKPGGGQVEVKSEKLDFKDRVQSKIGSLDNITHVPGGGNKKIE
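Heparin-induced (20 uM) aggregation of recombinant human K18 P301L tau, 15 uM unlabeled with 0.24 uM labeled, pH 7 acetate buffer, 6 hr at 37 C with compound. Fibrils quantified by 30 uM ThT fluorescence after 1 hr ambient incubation.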
L3MBTL1 inh: blocks human L3MBTL1; Potency, µM (titrated, usually from 57.1 µM), for inactives: at the top dose activity, negative = inhibition, usual class: inhibitors; hit rate 0.66% among 230,000; Q9Y468; AlphaScreen L3MBTL1–H3K9me1 peptide binding; note: % is set by controls: 0 for no effect and ±100 for the full control effect; nearly all actives have a fitted effect of over 60% in size
Target sequence (Q9Y468 whole entry, looked up): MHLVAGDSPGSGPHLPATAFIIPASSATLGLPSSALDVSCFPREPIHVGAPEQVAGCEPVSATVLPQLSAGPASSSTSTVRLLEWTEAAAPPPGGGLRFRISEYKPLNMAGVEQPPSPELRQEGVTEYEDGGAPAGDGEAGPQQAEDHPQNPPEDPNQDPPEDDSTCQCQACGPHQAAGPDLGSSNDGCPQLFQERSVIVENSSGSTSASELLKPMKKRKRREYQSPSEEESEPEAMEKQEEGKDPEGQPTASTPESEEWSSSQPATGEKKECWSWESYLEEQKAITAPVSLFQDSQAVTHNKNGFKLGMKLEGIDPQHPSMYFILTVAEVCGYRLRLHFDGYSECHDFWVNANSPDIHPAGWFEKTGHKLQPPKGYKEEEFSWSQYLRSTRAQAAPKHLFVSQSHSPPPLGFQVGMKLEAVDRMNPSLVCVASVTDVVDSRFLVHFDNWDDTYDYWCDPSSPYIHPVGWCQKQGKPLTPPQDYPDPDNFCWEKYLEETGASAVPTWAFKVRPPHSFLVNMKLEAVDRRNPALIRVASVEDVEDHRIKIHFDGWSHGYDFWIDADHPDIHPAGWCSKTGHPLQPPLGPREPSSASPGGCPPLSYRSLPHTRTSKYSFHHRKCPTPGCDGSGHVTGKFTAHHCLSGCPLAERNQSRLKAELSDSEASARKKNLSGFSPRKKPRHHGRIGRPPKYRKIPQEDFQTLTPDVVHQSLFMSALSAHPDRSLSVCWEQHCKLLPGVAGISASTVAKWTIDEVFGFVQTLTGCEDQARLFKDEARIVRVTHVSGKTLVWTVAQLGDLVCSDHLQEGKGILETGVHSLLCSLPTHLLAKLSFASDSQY
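AlphaScreen proximity signal between nickel-chelate acceptor and streptavidin donor beads (final 10 ug/mL) reports binding of 50 nM L3MBTL1 to 75 nM biotin-H3 K9me1 peptide; complex incubated with compounds 30 min at room temperature; cefsulodin titration as control.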
Tau fluor cs: counter-screen for tau fibril formation inhibitors; AID 1463; Potency, µM (highest dose often 57.7 µM), for inactives: at the highest dose activity change, negative = decrease; hit rate 0.93% among 280,000; tau K18 P301L Alexa594 fluorescence, heparin fibrillization; note: % is set by controls: 0 for no effect and ±100 for the full control effect; nearly all actives have a fitted effect of over 55% in size
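Human K18 P301L tau (15 uM unlabeled plus 0.24 uM Alexa 594-labeled, final) in 100 mM sodium acetate pH 7 was mixed with compound and 20 uM heparin and incubated 6 hr at 37 C.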
Tau fibril FP: inhibitors of human tau fibril formation. P10636. K18 P301L tau heparin fibrillization, Alexa594 FP, 6 h. Potency, µM (highest dose often 57.7 µM), inactives show top-dose activity, negative = inhibition, most hits filed as inhibitors. hit rate 0.39% among 280,000. AID 1468; note: % is set by controls: 0 for no effect and ±100 for the full control effect; nearly all actives have a fitted effect of over 55% in size
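Heparin (20 uM) drove fibril formation of recombinant tau K18 P301L, 15 uM unlabeled with 0.24 uM Alexa 594 label, for 6 hr at 37 C in 100 mM sodium acetate pH 7. Fluorescence polarization (555/632 nm) read 1 hr after 30 uM ThT.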
HTT cytoprotect: Huntington cell model cytoprotection by ATP luminescence; PC12 HTT-Q103 induced, cytoprotection, ATP luminescence, 40 h; AID 1471; Potency, µM (series often up to 56.4 µM), without a hit: cytoprotection (ATP increase), most hits filed as activators; hit rate 0.14% among 230,000;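 note: % of control where 0% means no effect; nearly all actives have a fitted effect of over 45% in size; toxic huntingtin expression switched on by the ecdysone agonist tebufenozide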
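ATP quantification (ATPlite) reports survival of PC12 cells in which tebufenozide, 100 nM final, switches on Htt exon 1 with 103 glutamines linked to GFP; compounds are titrated.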
TRb-SRC2 inh: disrupts binding of human TR beta to SRC2; AID 1469; TRbeta-SRC2 peptide binding, fluorescence polarization; receptor liganded with 1 µM T3; P10828; Potency, µM (doses to about 106 µM), without a hit: at the top dose activity change, negative = inhibition, actives largely listed as inhibitors; hit rate 0.065% among 280,000;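 note: plate controls were bound peptide for no effect and peptide without receptor for full effect; nearly all actives have a fitted effect of over 50% in size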
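Compounds were added to 0.6 uM TRb ligand-binding domain and 20 nM Texas Red-labeled SRC2 peptide in Tris buffer containing 1 uM T3, incubated 5 hr at ambient temperature, then read by fluorescence polarization.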
* = called active by the depositor; i = inactive; ? = inconclusive; . = no result given; [ ] = dose if it differs, or a comment. Unless noted, calls come from the whole dose curve; as a rule, active = well fitted curve in the direction sought with a large enough effect; inconclusive = small, poorly fitted or top-dose-only effect, or another doubt; inactive = no such curve, though single readings can be large; an effect the other way counts as inactive or inconclusive. Potency is the fitted concentration of half-maximal effect. Not all compounds are listed; the hit share may differ from the screen's.

molecule	TRb-SRC2 inh	L3MBTL1 inh	TexasRed fluor	RECQ1 inh	HTT cytoprotect	Tau ThT inhib	Tau fibril FP	Tau fluor cs
CCc1ccc(/C=N/NC(=O)c2cc(C3CC3)nc3ccccc23)s1	-3%	.	-2%	-11%	-78%[inhibitor]	-11%	0%	-21%
Cc1nn(CC(=O)N2CCOCC2)c(=O)c2ccccc12	-5%	1%	-1%	-9%	0%	-5%	3%	6%
Cc1cc(=O)[nH]c(SCC(=O)NC(c2ccccc2)c2ccccc2)n1	6%	7%	-1%	-4%	-20%	-2%	3%	-1%
O=c1[nH]c2ccccc2nc1/C=C/c1ccccc1	0%	12%	-4%	-14%	-23%[10 µM]	?	-9%	-23%
CN(C)S(=O)(=O)c1ccc(NC(=O)CSc2nc3ccccc3n2-c2ccccc2)cc1	3%	-10%	6%	-4%	2%[10 µM]	2%	?	?
O=C(O)CC(NC(=O)C(c1ccccc1)c1ccccc1)c1ccc(F)cc1 (centres undefined)	-6%	.	1%	-2%	-14%	2%	-1%	1%
CC1(C)CC(=O)C2=C(C1)OC1OC(=O)CC21C (centres undefined)	-1%	.	-1%	i	-26%	-4%	-7%	-7%
COc1ccc(NC(=O)c2cc(C3CC3)nc3c2c(C)nn3-c2ccccc2)cc1	2%	.	-1%	.	.	10%	-12%	-11%
COc1ccc(/C=C/C(=O)c2cc3cccc(OC)c3oc2=O)cc1	-1%	-21%	-4%	8%	-30%	7.1µM*	14%	-22%
CC(=O)Cc1nsc(NC(=O)c2cccs2)n1	-22%	13%	-2%	i	-17%	-9%	2%	-12%
CC(C)CCNC(=O)CCc1nnc(COc2ccccc2)o1	-6%	3%	-6%	i	-11%[10 µM]	-7%	4%	-7%
Cc1cc(N)n(-c2ccc(S(=O)(=O)N3CCOCC3)cc2[N+](=O)[O-])n1	8%	-6%	0%	-2%	-10%[10 µM]	-15%	-2%	-15%
CN(C)c1cc(C(F)(F)F)nc(-c2ccccn2)n1	-12%	-1%	-4%	-7%	28%[10 µM]	-7%	0%	-7%
O=C(COc1ncnc2ccccc12)Nc1cc([N+](=O)[O-])ccc1F	-1%	4%	-1%	-8%	17%[10 µM]	-13%	-3%	-11%
O=C(NCc1ccco1)C1CCN(C(=O)Cc2ccccc2)CC1	-3%	-1%[11.4 µM]	1%	?	15%	-8%	0%	-2%
CCN1C(=O)c2cccc3c(NC(=O)c4ccccc4)ccc1c23	7%	27%	-2%	i	-6%[10 µM]	?	12%	-5%
CCOC(=O)C1=C(N)OC2=C(C(=O)CC(C)(C)C2)C1c1cccnc1 (centres undefined)	7%	1%	0%	-2%	-9%	-4%	-3%	5%
Cc1ccc(OCC(=O)Nc2cccc(-c3nc4ccccc4o3)c2C)cc1C	-3%	.	0%	.	.	2%	-4%	-1%
CC(=O)Nc1ccc(NC(=O)C(Cc2ccccc2)NS(=O)(=O)c2ccc3c(c2)oc(=O)n3C)cc1 (centres undefined)	5%	.	3%	.	.	3%	-4%	-4%
O=C(COC(=O)Cc1cccc(C(F)(F)F)c1)Nc1ccc2c(c1)OCCO2	-14%	4%	0%	0%	7%[10 µM]	-5%	-1%	-11%
NNC(=O)CC(=O)NC1(Cc2ccc(O)cc2)CCCCC1	7%	10%	-2%	-14%	13%[10 µM]	4%	6%	4%
COc1ccc(CC(=O)NCc2cccs2)cc1	-2%	.	-4%	-5%	-14%	-4%	-3%	5%
CCOC(=O)c1ccc(NC(=O)CSc2nnc(CCc3ccc(C)o3)n2-c2ccccc2)cc1	3%	-11%	-2%	1%	-9%	-12%	4%	-5%
CCNc1ccc(C(=O)OCC(=O)N(Cc2ccccc2)C(C)(C)C)cc1[N+](=O)[O-]	-11%	-3%	-1%	-1%	31%[10 µM]	?	5%	-19%
O=C1C=C(Nc2ccccc2O)c2ccccc2C1=O	?	-24%	-6%	-24%	-115%[inhibitor]	?	-11%	?
COc1ccc(CCNc2ncnc3c2nnn3C)cc1	-2%	.	1%	.	.	-12%	-9%	-2%
CCCn1c(N)c(NCCN2CCOCC2)c(=O)n(CC(=O)NCc2ccccc2)c1=O	-3%	10%	-2%	-10%	-12%[10 µM]	0%	-4%	3%
COc1ccc2c(c1)CCc1sc(NC(=O)c3ccc(Cl)cc3)nc1-2	6%	.	-4%	.	.	11µM*	?	8.9µM*[quencher]
Cc1nc(N2CCN(c3ccccn3)CC2)c2c(C)c(C(=O)Nc3ccc(F)cc3F)sc2n1	-2%	.	1%	-20%	-5%	-15%	-3%	-18%
O=C(N/N=C/c1ccc(Br)s1)c1cccc([N+](=O)[O-])c1	4%	-4%	-4%	-7%	19%[10 µM]	-6%	0%	-8%
Cc1noc(/C=C/N(C)C)c1S(=O)(=O)N(C)CC(=O)N1CCc2ccccc21	-8%	0%	-1%	-5%	12%[10 µM]	-17%	12%	-12%
COc1cccc(CNC(=O)CCn2c(=O)c3cccn3c3cccnc32)c1	1%	.	-2%	.	.	4%	-1%	3%
Cc1cccc(OCCCC(=O)N2CCCc3ccccc32)c1C	-3%	.	3%	-15%	2%	?	-6%	-25%
Cc1ccc(S(=O)(=O)N2CCN(c3c([N+](=O)[O-])cc(C(F)(F)F)cc3[N+](=O)[O-])CC2)cc1	3%	-10%	1%	-7%	20%[10 µM]	-7%	8%	-15%
CN(CCC#N)C(=O)CC(Cc1ccccc1)C1CCOC(C)(C)C1 (centres undefined)	-3%	49%[activator]	-5%	-13%	1%[10 µM]	-8%	8%	-3%
COc1ccc(N2C(=O)C(CN3CCCCC3)C2c2ccccc2)cc1 (centres undefined)	0%	-13%	-4%	i	-28%	4%	7%	6%
Cc1ccc(-c2nnn(CC(=O)N(c3ccccc3)C(C(=O)NCC3CCCO3)c3ccc(Cl)cc3)n2)cc1 (centres undefined)	-2%	-13%	1%	1%	9%	-8%	-7%	-3%
NC(=O)COC(=O)c1ccc(NS(=O)(=O)c2ccc3c(c2)OCCO3)cc1	-5%	.	-5%	-4%	3%[10 µM]	-3%	3%	-6%
CS(=O)(=O)N1CCCC(C(=O)NCc2ccc(F)cc2)C1 (centres undefined)	4%	.	1%	-11%	16%	1%	-1%	3%
CC(=O)c1cccc(NC(=O)c2nc(-c3ccccc3)oc2C)c1	-9%	.	0%	-2%	-25%	-17%	3%	-19%
C=C(C)c1cccc(C(C)(C)NC(=O)N2CCN(c3ccccn3)CC2)c1	2%	.	0%	-11%	0%	-10%	2%	-9%
O=C(CN1CCC(Cc2ccccc2)CC1)Nc1ccc2c(c1)OCCO2	-2%	.	-1%	i	10%	-4%	-5%	-7%
CCOC(=O)c1c(NC(=O)CSc2cn(CC)c3ccccc23)sc2c1CCC2	-1%	4%	1%	-2%	.	?	-1%	-27%
Cc1cc(C)cc(N(C(C)C(=O)NCCC2=CCCCC2)S(C)(=O)=O)c1 (centres undefined)	-16%	.	2%	i	30%	-12%	-5%	-18%
COc1cccc(CC(Cc2nc3ccccc3[nH]2)c2nc3ccccc3[nH]2)c1 (centres undefined)	1%	.	-1%	-13%	-77%[inhibitor]	-6%	0%	-19%
C=CCN(CC(O)c1cccc([N+](=O)[O-])c1)C(C)CCc1ccccc1 (centres undefined)	3%	2%	-2%	-1%	17%[10 µM]	-5%	-11%	-12%
Cn1c(N2CCOCC2)c(/C=N/O)c2ccccc21	-2%	-6%	-1%	18%	-13%	-5%	5%	-2%
O=C(Nc1cc(-c2nc3ccccc3o2)ccc1Cl)c1sc2c([N+](=O)[O-])cccc2c1Cl	-4%	.	6%	.	.	?	-3%	-24%

Already shown: entries from further up.
molecule	TRb-SRC2 inh	L3MBTL1 inh	TexasRed fluor	RECQ1 inh	HTT cytoprotect	Tau ThT inhib	Tau fibril FP	Tau fluor cs
Cn1c(N2CCOCC2)c(/C=N/O)c2ccccc21	-2%	-6%	-1%	18%	-13%	-5%	5%	-2%
O=C(Nc1cc(-c2nc3ccccc3o2)ccc1Cl)c1sc2c([N+](=O)[O-])cccc2c1Cl	-4%	.	6%	.	.	?	-3%	-24%

Additional structures
molecule	TRb-SRC2 inh	L3MBTL1 inh	TexasRed fluor	RECQ1 inh	HTT cytoprotect	Tau ThT inhib	Tau fibril FP	Tau fluor cs
C#CCOCCOCCOCCNc1nc(N2CCN(C(=O)[C@H]([C@@H](C)CC)n3cc([C@@H](N)Cc4ccc(O)cc4)nn3)CC2)nc(N2CCN(C(=O)[C@H](CCCCN)n3cc([C@@H](N)CO)nn3)CC2)n1	-3%	-15%	-1%	-5%	2%[10 µM]	2%	3%	8%
CCN(CC)C(=O)CCNS(=O)(=O)c1ccc(C)cc1	-4%	2%	-3%	-2%	-7%	-4%	-11%	-4%
Cc1ccc(S(=O)(=O)N(C)Cc2ccc(C(=O)NN=C3C4CC5CC(C4)CC3C5)cc2)cc1	0%	-1%	-2%	-6%	6%[10 µM]	?	-6%	-18%
N=C(N)SCc1ncccc1O	-7%	-11%	-8%	-7%	13%[10 µM]	?	-2%	-11%
O=C(NCc1ccc(F)cc1Cl)C1CCN(S(=O)(=O)N2CCC3(CC2)OCCO3)CC1	4%	-5%	0%	-2%	2%	-3%	0%	0%
C=CCn1c(=O)c(C(=O)OCC)c(O)c2ccccc21	5%	2%	0%	i	.	-1%	-6%	2%
O=C(NC1=NCCS1)C12CC3CC(CC(C3)C1)C2	1%	1%[11.4 µM]	0%	i	-44%	-3%	-4%	-2%
CCCC(=O)n1nc(-c2cccnc2)nc1N	-16%	6%	2%	-8%	-42%[inhibitor]	0%	2%	2%
